hK5 inh – human KLK5 protease inhibitors, primary screen, biochemical, 1536-well; recombinant hK5, fluorogenic AMC substrate cleavage; AID 873, 2007; inhibition, % at 5 µM; Kallikrein-5 (Homo sapiens), Q9Y337; 210,000 tested, 0.59% active;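 active = inhibition of 40% or more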;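 note: 0% = enzyme controls without compound and 100% = no-enzyme blanks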
FXIIa inh 1536 – human FXIIa protease inhibitors, primary screen, biochemical, 1536-well; purified FXIIa, Boc-QGR-AMC fluorogenic substrate, 2 h; Coagulation factor XII (Homo sapiens), P00748; inhibition, % at 5 µM; AID 800, 2007; 220,000 tested, 0.3% active; in the data active = inhibition above about 40%;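 note: 0% = enzyme with no compound and 100% = blank without enzyme; many of its hits are not listed in these tables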
PERK inhibitor – block of dimerizer-induced PERK translation repression, primary screen, PERK inhibitor project, CHO PERK-DD cells, SEAP luminescence, HTS; Eukaryotic translation initiation factor 2-alpha kinase 3 (Homo sapiens), Q9NZJ5; CHO PERK-DD fusion, SEAP luminescence translation reporter; inhibition, % at 5.6 µM; 220,000 tested, 0.17% active; AID 1416, 2008;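 active = inhibition above the mean inhibition of all tested compounds plus 3 SD, set separately per screening campaign, cut at about 2.9% in these data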;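 note: PERK kinase domain activated by AP20187 dimerizer at 100 nM; 0% = DMSO with dimerizer and 100% = rapamycin at 8.4 µM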
Rad51 HR inh – human RAD51 strand exchange inhibitors, primary screen, biochemical, fluorescence. DNA repair protein RAD51 homolog 1 (Homo sapiens), Q06609. hRad51 DNA strand exchange, fluorescence dequenching. inhibition, % at 10 µM. 200,000 tested, 0.085% active. AID 1385, 2008;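 active = inhibition above 40% at the single screening dose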;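 note: 0% = DMSO control wells and 100% = blanks with heterologous ssDNA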
Target sequence (Q06609 whole entry, looked up): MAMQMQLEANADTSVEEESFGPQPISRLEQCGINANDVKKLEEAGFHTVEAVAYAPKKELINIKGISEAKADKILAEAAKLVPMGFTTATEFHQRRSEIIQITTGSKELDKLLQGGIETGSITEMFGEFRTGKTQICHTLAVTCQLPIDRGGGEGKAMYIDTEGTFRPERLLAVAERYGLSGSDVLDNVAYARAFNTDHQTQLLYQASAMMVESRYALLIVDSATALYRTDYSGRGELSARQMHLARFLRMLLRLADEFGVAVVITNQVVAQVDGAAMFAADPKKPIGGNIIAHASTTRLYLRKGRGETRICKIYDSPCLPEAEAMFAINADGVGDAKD
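material = hRad51 filaments on single-stranded DNA | reagent = Donor/quencher-labelled 47-bp dsDNA substrate | compound = 10 µM final, single point | schedule = strand-exchange reaction 15 min at room temperature | measured by = fluorescein emission 520 nm, excitation 485 nm | read-out basis = % inhibition versus plate control and blank means | benchmarks = plate controls and plate blanks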
thrombin 1536 – human alpha-thrombin inhibitors, primary screen, counter-screen for coagulation protease inhibitor project, biochemical, 1536-well, fluorogenic AMC substrate; Prothrombin (Homo sapiens), P00734; Boc-VPR-AMC fluorogenic substrate cleavage; inhibition, % at 5 µM; 220,000 tested, 0.26% active; AID 1046, 2008;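 active = inhibition at or above 40%; inactive = inhibition below 40%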;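 note: 0% = enzyme with no compound and 100% = wells without enzyme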
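Material: human alpha-thrombin protein. Incubation: reaction at ambient temperature. Technique: fluorescence of released AMC, ex 355 nm, em 460 nm. Control set: no-compound enzyme wells and no-enzyme blanks. Also added: Boc-VPR-AMC substrate, 15 µM final. Buffer or medium: pH 7.5 Tris (50 mM) with NaCl 150 mM, Tween 20 0.05%.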
KCC2 mod – KCC2 cotransporter modulators, thallium flux, primary screen, cell-based, HEK293 KCC2, FluoZin-2 fluorescence, MLSMR. B-score of Tl+ flux slope (higher = more flux/activation; lower = inhibition) at 10 µM. 190,000 tested, 2.2% active. Solute carrier family 12 member 5 (Homo sapiens), Q9H2X9. KCC2 cells, thallium flux FluoZin-2 fluorescence;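 active = thallium flux slope and its plate-corrected score both differing from the plate sample mean at a set confidence after two filtering rounds, in either direction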;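 note: slope of fluorescence scaled to starting intensity during 10 to 20 s after thallium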
Furin inhibitor – human furin inhibitors, primary screen, biochemical, fluorescence intensity. purified furin, fluorogenic substrate cleavage. inhibition, % at 30 µM. 220,000 tested, 0.061% active. AID 463115, 2010; in the data active = inhibition above about 25%; note: inactives centre near -15
FXIa inh 1536 – human FXIa protease inhibitors, primary screen, biochemical, 1536-well | inhibition, % at 5 µM | 220,000 tested, 0.14% active | purified FXIa, Boc-Glu-Ala-Arg-AMC fluorogenic substrate;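 active = inhibition of at least 40%; inactive = inhibition below 40%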;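 note: fluorescence of freed AMC excited at 355 nm; 0% = enzyme without compound and 100% = no enzyme blank; many of its hits are not listed in these tables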
Target sequence (P03951 19-387 limits assumed): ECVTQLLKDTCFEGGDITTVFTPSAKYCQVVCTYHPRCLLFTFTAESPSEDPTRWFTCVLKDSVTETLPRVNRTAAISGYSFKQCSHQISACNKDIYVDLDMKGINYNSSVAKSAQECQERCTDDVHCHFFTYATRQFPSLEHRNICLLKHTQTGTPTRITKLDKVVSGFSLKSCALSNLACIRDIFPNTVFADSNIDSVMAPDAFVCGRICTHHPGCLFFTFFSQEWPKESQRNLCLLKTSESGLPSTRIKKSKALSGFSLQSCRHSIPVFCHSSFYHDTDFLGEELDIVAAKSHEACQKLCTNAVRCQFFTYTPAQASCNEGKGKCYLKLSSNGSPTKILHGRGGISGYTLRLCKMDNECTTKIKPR
Target sequence (P03951 388-625 limits assumed): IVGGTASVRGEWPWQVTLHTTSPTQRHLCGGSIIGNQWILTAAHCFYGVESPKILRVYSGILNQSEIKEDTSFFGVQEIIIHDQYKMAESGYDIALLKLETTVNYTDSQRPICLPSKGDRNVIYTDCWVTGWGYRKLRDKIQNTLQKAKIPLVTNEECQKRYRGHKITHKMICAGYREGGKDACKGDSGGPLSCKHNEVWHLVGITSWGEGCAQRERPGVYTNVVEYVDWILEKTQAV
Calpain2 inh – inhibitors of pig calpain II, primary screen, biochemical, fluorogenic peptide substrate, 1536-well; purified calpain II, 30 min; inhibition, % at 16 µM; 220,000 tested, 0.37% active; AID 1236, 2008;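 active = inhibition above about 50%, limit read from the data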
Active calls of the source: *; i = inactive; x = no result given; [ ] = another dose, or the depositor's remark. This is a subset; count on the stated rates, not on these rows.

structure	hK5 inh	Rad51 HR inh	PERK inhibitor	thrombin 1536	FXIa inh 1536	KCC2 mod	Furin inhibitor	FXIIa inh 1536	Calpain2 inh
CCCNC(=O)CSc1nccn1Cc1ccc(OC)cc1	-7	4	-0.1	3	-3	0.026	-23	7	-20
COc1ccccc1NC(=O)Cn1nnc(C(=O)Nc2ccccc2)c1N	-17	-2	0.1	-4	-15	0.26	-12	1	17
N#Cc1nc(Cc2cccc3ccccc23)oc1NCc1ccc(F)cc1	-4	-3	-0.7	4	1	-2.8	-27	18	-14
O=C(COC(=O)c1ccc2ncsc2c1)Nc1ncc(Cl)cc1Cl	11	8	0.1	-7	0	-0.04	-10	8	18
Cc1ccc(-c2nc3cccnc3s2)cc1NC(=O)c1ccco1	x	-3	-0.2	x	x	-0.012	-20[20 µM]	x	x
COc1ccc(-c2ccc(=O)n(CC(=O)Nc3nnc(C(C)C)s3)n2)cc1OC	3	-2	0.6	-1	10	0.21	-12[20 µM]	13	-76
Cc1c(C(=O)OCC(=O)Nc2ccc3c(c2)OCO3)cccc1[N+](=O)[O-]	-3	20	0.8	4	8	-2.1	-26	15	-12
O=[N+]([O-])c1ccccc1/C=C/C=N/n1c(-c2ccccc2)n[nH]c1=S	-7	x	-0.5	0	5	9.3*	-15	3	19
CCCCn1c(NCCC)nc2c1c(=O)[nH]c(=O)n2C	-23	-4	0.9	-7	-11	-0.37	-14[20 µM]	2	-8
O=C(Cn1ccc([N+](=O)[O-])n1)N1CCCc2ccccc21	-5	-6	1.9	-5	2	x	-16[20 µM]	6	18
COC(=O)c1cn(-c2ccccc2)nc1-c1cccnc1	-1	-3	-0.1	-1	7	-0.49	-4	8	10
Cc1[nH]n2c(=O)cc(-c3ccc([N+](=O)[O-])cc3)nc2c1-c1ccccc1	x	-4	0.4	x	x	-3.5	-7[20 µM]	x	x
O=C1CN(C(=O)c2ccc(Br)o2)C(c2ccc(F)cc2)c2cc(Cl)ccc2N1 (stereo unspecified)	-19	2	-1.1	-1	-2	1.3	-30	7	-13
COc1cc(/C=C(\C#N)c2ccccn2)ccc1OCc1ccccc1	-1	-4	-0.6	-13	-4	-1.5	-9	9	-136
Cc1ccccc1CC1(CO)CCCN(Cc2cn[nH]c2-c2ccccc2)C1 (stereo unspecified)	x	x	1.1	-2	-1	x	-20	4	39
COC(=O)c1ccc(N2C(=O)C3CC=CC(C)C3C2=O)cc1 (stereo unspecified)	1	3	1.9	2	-4	1.3	-30	9	-4
CC(=O)C1=C(O)CC(c2ccccc2)CC1=NCCc1c(C)[nH]c2ccc(C)cc12 (stereo unspecified)	-17	4	1.0	1	7	0.14	-18	16	-15
COc1cccc(C(=O)C2CCCN(C(=O)c3ccc(C#CC(C)(C)O)cc3)C2)c1 (stereo unspecified)	-3	-2	-0.6	-11	-6	0.23	-9	7	-9
CCn1c(SCC(=O)NNC(=O)c2ccco2)nnc1-c1ccco1	-1	0	1.5	0	-2	0.41	-11	7	-17
CCN(NC(=O)C(O)(c1ccccc1)c1ccccc1)C(=O)c1ccccc1	-2	9	0.7	5	10	-0.86	-11	4	4
OCCC1CN(Cc2ccc3nsnc3c2)CCN1CCc1ccccc1 (stereo unspecified)	x	-3	0.4	-1	3	0.47	-19	12	-4
CN(C)/C=C(/C(=O)c1ccccc1)S(=O)(=O)c1ccc(Cl)cc1	-10	-12	0.9	3	-4	-0.85	-17	1	-10
CC(=O)c1sc(NC(=O)CCCOc2ccccc2C)nc1C	-19	12	1.6	0	-5	0.35	-19	2	-6
Cn1c(=O)cc(OCC(=O)N2CCCc3ccccc32)c2ccccc21	-12	3	-0.8	-10	-7	-1.3	-19	-18	-43
CC(=O)c1sc(NC(=O)c2c(F)cccc2F)nc1-c1ccccc1	1	12	0.3	-14	-5	-0.9	-5	3	33

Pulled by structure from the list above, five records:
structure	hK5 inh	Rad51 HR inh	PERK inhibitor	thrombin 1536	FXIa inh 1536	KCC2 mod	Furin inhibitor	FXIIa inh 1536	Calpain2 inh
CCCCn1c(NCCC)nc2c1c(=O)[nH]c(=O)n2C	-23	-4	0.9	-7	-11	-0.37	-14[20 µM]	2	-8
CC(=O)c1sc(NC(=O)CCCOc2ccccc2C)nc1C	-19	12	1.6	0	-5	0.35	-19	2	-6
CC(=O)C1=C(O)CC(c2ccccc2)CC1=NCCc1c(C)[nH]c2ccc(C)cc12 (stereo unspecified)	-17	4	1.0	1	7	0.14	-18	16	-15
COc1ccc(-c2ccc(=O)n(CC(=O)Nc3nnc(C(C)C)s3)n2)cc1OC	3	-2	0.6	-1	10	0.21	-12[20 µM]	13	-76
Cc1c(C(=O)OCC(=O)Nc2ccc3c(c2)OCO3)cccc1[N+](=O)[O-]	-3	20	0.8	4	8	-2.1	-26	15	-12

Whole records from above.
CCn1c(SCC(=O)NNC(=O)c2ccco2)nnc1-c1ccco1 is listed as hK5 inh = -1; Rad51 HR inh = 0; PERK inhibitor = 1.5; thrombin 1536 = 0; FXIa inh 1536 = -2; KCC2 mod = 0.41; Furin inhibitor = -11; FXIIa inh 1536 = 7; Calpain2 inh = -17
CCN(NC(=O)C(O)(c1ccccc1)c1ccccc1)C(=O)c1ccccc1 is listed as hK5 inh = -2; Rad51 HR inh = 9; PERK inhibitor = 0.7; thrombin 1536 = 5; FXIa inh 1536 = 10; KCC2 mod = -0.86; Furin inhibitor = -11; FXIIa inh 1536 = 4; Calpain2 inh = 4

(more compounds)
structure	hK5 inh	Rad51 HR inh	PERK inhibitor	thrombin 1536	FXIa inh 1536	KCC2 mod	Furin inhibitor	FXIIa inh 1536	Calpain2 inh
O=c1cc(-c2ccco2)oc2c1ccc1ccccc12	3	-2	-0.1	3	9	0.66	-22[20 µM]	24	-64
O=[N+]([O-])c1cc([N+](=O)[O-])c2cccnc2c1O	-4	6	1.1	-1	-1	-1.1	5	3	27
CCn1nc(C(=O)OCC(=O)c2c[nH]c3ccccc23)c2ccccc2c1=O	-7	-7	-1.3	2	2	x	-12	11	56*
Cc1ccc[n+](CC(=O)/C=C2\N(C)c3ccccc3C2(C)C)c1	-12	7	0.2	-3	-8	-0.34	7	-3	22
COc1cccc(CNCc2cccc(Br)c2)c1OC	-5	-6	0.1	-8	-4	-2.1	-21	2	1
O=C(CN(C(=O)c1csnn1)c1cccc2c1CCCC2)NC1CCCC1	5	5	-0.8	-1	0	-0.55	-24	13	3
Cc1ccccc1NNC(=O)C(=O)NNc1ccccc1C	50*	5	0.2	18	16	0.022	-7	34	13
CCOc1ccc2c(C)c(Cl)c(=O)oc2c1	-132	5	0.1	-6	-13	x	-74[20 µM]	1	i
CC1CC(N(C(=O)c2ccco2)c2ccccc2)c2ccccc2N1C(=O)c1ccco1 (stereo unspecified)	-8	5	-2.2	5	0	-3.1	-16[20 µM]	8	25
O=c1cc(-c2ccccc2F)nc(-c2ccccc2F)o1	-18	x	0.6	-1	6	0.66	-19	24	-5
NC(CO)C(=O)NNCc1ccc(O)c(O)c1O (stereo unspecified)	19	7	-0.3	x	0	0.44	-6	7	-6
Cc1cccc(N2CCN(C(=S)NCCc3ccccc3)CC2)c1C	-16	4	0.8	-11	0	-0.19	-8	9	9
C/C(N)=C(/C#N)C(=O)CSc1cc(Cl)ccc1Cl	-7	9	0.2	-5	1	-0.34	-13	7	-5
O=C1N=C(N2CCOCC2)S/C1=C\c1ccccc1OS(=O)(=O)c1ccccc1	1	x	-0.2	-13	2	0.12	-14	10	-15
CCOC(=O)c1c(-c2ccccc2)csc1NC(=O)c1cccc(N2C(=O)CCC2=O)c1	1	4	0.3	-1	2	-0.24	-20[20 µM]	16	-100
O=C1CCCN1c1ncc(S(=O)(=O)c2ccc([N+](=O)[O-])cc2)s1	-4	-8	-1.3	-8	-8	2.4	-18	4	24
COc1cccc(CNC(=O)C2CCCN(c3nc4ccccc4o3)C2)c1 (stereo unspecified)	-18	-2	-1.4	2	3	x	-21	13	-15
CCOC(=O)c1ccccc1NC(=S)N1CCC(C(N)=O)CC1	3	-2	0.8	-3	-2	7.1e-05	-9	3	3
O=C(COC(=O)COc1ccc2ccccc2c1)NC1CCCc2ccccc21 (stereo unspecified)	-5	-4	0.5	-7	-5	-0.12	-22	0	24
Cc1ccc(C2=[N+]([O-])C(C)(C)N(O)C2(C)C)cc1	-3	3	0.5	-4	-1	0.24	-24	8	10
Cc1ccc(N(CC(=O)NCC2CCCO2)C(=O)Cn2nnc(-c3cccs3)n2)cc1 (stereo unspecified)	-3	5	0.0	5	1	0.12	-31	10	-21
Cc1ccc(C)n1-c1ccc(-n2cnnn2)cc1	0	-6	0.6	2	3	0.32	-9[20 µM]	19	-29
O=C(NC(Cc1c[nH]c2ccccc12)C(=O)O)c1ccc(Br)cc1 (stereo unspecified)	-3	3	0.2	x	-1	0.12	-13	1	-16
Cc1cc(Oc2nc3c(C)cccn3c(=O)c2/C=C(\C#N)S(=O)(=O)c2ccc(Cl)cc2)ccc1Cl	-7	0	0.4	-4	4	0.8	-3	14	-69
Cc1nnc(-c2ccccc2)c(=O)n1/N=C/c1c(O)ccc2ccccc12	0	-6	0.2	-1	-9	-2.4	-10[20 µM]	6	-8
CCOC(=O)CCCSc1nc2sc3c(c2c(=O)[nH]1)CCC3	4	0	1.6	-1	5	-0.83	-9[20 µM]	10	-10
OC(COc1ccc2c(c1)OCO2)CN1CCCC1 (stereo unspecified)	10	-9	-0.1	-4	-2	0.16	-27	1	3
CCCCN1CC(O)=C(c2nc3ccccc3[nH]2)C1=N	-16	x	-0.6	-4	-6	x	-10	-1	-2
COc1ccc(C(=O)N(Cc2ccccc2)Cc2cc3cc4c(cc3[nH]c2=O)OCCO4)cc1	-11	x	0.8	1	-1	x	-8[20 µM]	15	-10
Cn1c(=O)c2c(nc(CN3CCOCC3)n2CCCO)n(C)c1=O	8	0	0.6	-1	3	0.32	-25	13	-6
CCOC(=O)C1=C(C)NC2=C(C(=O)CCC2)C1c1ccsc1 (stereo unspecified)	10	-4	-0.4	-6	-13	-0.28	-8[20 µM]	0	-117
